# G6PDH counter: L. mesenteroides G6PDH inhibition counter-screen; inhibition, % at 5 µM; AID 1020; Purified L. mesenteroides G6PDH, diaphorase/resazurin coupled fluorescence, 45 min; actives 0.12% (n = 200,000); in the data active = inhibition above about 50%
# Diaph inh CS: diaphorase inhibition or chemical oxidation counter-screen; diaphorase resazurin-to-resorufin fluorescence, NADH, 16 min; bacterial (C. kluyveri) enzyme, not human; inhibition, % at 20 µM; actives 0.69% (n = 190,000);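 active = primary screen inhibition at 20 µM above a set limit, cut at about 50% in these data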;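 also: plate controls were DMSO with full reaction for no effect and wells lacking NADH for full effect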
#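 controls = No-NADH positive control and DMSO neutral control | system = Clostridium kluyveri diaphorase enzyme | timing = reaction incubation of 16 min at room temperature | signal = resorufin fluorescence 544/590 nm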
# TLR4-MyD88 BLA: inhibitors of human TLR4-MyD88 binding; O00206+Q99836; inhibition, % at 8.4 µM; actives 0.18% (n = 200,000); HeLa CL3-4 TLR4/MyD88 BLA complementation, FRET ratio; in the data active = inhibition above about 25%;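 also: 0% = vehicle and 100% = reference inhibitor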
# Target sequence (O00206 whole entry, looked up): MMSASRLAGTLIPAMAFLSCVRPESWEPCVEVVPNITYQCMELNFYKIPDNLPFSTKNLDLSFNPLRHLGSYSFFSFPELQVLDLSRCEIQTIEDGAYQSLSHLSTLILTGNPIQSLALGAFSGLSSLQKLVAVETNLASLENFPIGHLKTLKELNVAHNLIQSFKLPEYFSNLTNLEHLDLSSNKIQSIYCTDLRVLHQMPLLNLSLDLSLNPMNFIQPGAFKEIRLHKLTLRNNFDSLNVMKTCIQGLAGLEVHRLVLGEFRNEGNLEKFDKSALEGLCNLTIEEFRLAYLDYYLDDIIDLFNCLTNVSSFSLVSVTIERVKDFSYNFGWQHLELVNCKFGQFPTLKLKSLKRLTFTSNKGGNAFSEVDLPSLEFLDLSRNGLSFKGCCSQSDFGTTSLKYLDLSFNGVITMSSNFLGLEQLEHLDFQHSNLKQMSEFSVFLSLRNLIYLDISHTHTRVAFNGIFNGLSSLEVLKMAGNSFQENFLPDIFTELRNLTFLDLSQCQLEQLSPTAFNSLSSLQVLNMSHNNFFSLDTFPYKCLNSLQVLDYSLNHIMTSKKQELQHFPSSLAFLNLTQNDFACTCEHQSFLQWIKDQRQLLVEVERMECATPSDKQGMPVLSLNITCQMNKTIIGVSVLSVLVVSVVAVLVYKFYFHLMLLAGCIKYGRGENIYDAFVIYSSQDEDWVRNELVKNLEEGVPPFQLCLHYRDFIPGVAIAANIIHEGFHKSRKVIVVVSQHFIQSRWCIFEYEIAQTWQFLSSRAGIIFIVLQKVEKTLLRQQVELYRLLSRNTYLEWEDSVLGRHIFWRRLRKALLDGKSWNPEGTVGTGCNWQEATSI
# Target sequence (Q99836 whole entry, looked up): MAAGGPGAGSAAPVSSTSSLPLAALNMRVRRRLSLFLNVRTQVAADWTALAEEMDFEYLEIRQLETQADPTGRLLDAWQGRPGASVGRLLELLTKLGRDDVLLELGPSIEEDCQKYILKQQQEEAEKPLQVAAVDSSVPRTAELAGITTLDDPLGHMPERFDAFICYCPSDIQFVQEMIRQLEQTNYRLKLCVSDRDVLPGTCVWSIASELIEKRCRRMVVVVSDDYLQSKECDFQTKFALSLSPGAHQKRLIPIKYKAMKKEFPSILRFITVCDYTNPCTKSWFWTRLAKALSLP
# STAT3 act: activators of IL-6 induced STAT3 signaling; U3A cells, IL-6 STAT3-luciferase reporter, luminescence; 100% = signal with IL-6 EC80 alone; actives 0.91% (n = 190,000); AID 871; activation (% of control), % at 5.6 µM;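 active = activation above the screen-wide mean of compound activation plus 3 SD, cut at about 130% in these data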;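 also: 0% = background luminescence of wells with medium and substrate only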
#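 Material: STAT3-luciferase reporter U3A cells. Controls: IL-6-treated wells, 100% activation. Read-out: % activation versus median of IL-6-stimulated wells. Probe or stimulus: IL-6 stimulus at 33 ng/mL final. Timing: compound 1 h, then IL-6 6 h at 37 °C. Signal: reporter luminescence signal.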
# STAT3 inh: reduces IL-6 driven STAT3 reporter signal | actives 0.89% (n = 190,000) | inhibition, % at 5.5 µM | U3A cells, IL-6 STAT3-luciferase reporter, luminescence; host cell line lacks STAT1;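 active = inhibition above the mean inhibition across all screened compounds plus 3 SD, cut at about 44% in these data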;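 also: 0% = DMSO only wells and 100% = 100 µM nifuroxazide control wells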
# APP 5UTR inh: APP translation inhibition; SH-SY5Y APP 5'UTR-luciferase reporter, luminescence; inhibition, % at 2 µM; actives 0.82% (n = 190,000);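 active = inhibition above a set limit, derived from the sample mean plus 3 SD, cut at about 45% in these data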; also: values of inactives mirror those of a sister screen read the other way
# STAT1 inh: reduces IFN-gamma driven STAT1 reporter signal. actives 0.35% (n = 200,000). inhibition, % at 5.5 µM. NIH 3T3 STAT1-luciferase reporter, luminescence. AID 920;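 active = inhibition above a set limit, the mean inhibition across all tested compounds plus 3 SD, cut at about 34% in these data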;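 also: 0% = IFN-gamma with DMSO and 100% = IFN-gamma with 300 µM nifuroxazide; values of inactives mirror those of a sister screen read the other way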
# STAT1 act: activators of IFN-gamma induced STAT1 signaling. NIH 3T3 STAT1-luciferase reporter, luminescence; 100% = IFN-gamma alone, no compound. activation (% of control), % at 5.5 µM. actives 2.6% (n = 200,000). AID 932;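 active = activation above the screen-wide mean activation plus 3 SD, cut at about 130% in these data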;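 also: raw ratio to IFN-gamma control signal so 100% means no change and 0% no light; values of inactives mirror those of a sister screen read the other way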
# Diaph act CS: diaphorase activation or chemical reduction counter-screen. actives 0.005% (n = 190,000). Diaphorase/resazurin coupled assay, resorufin fluorescence, 16 min; hits give high values; 1 = vehicle wells, 0 = NADH-free wells. activation factor at 20 µM;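 active = diaphorase activity raised at least twofold by the compound at 20 µM; inactive = activation factor below 2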
#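 Test system: Clostridium kluyveri diaphorase, purified enzyme. Buffer or medium: 50 mM HEPES pH 7.4 buffer plus MgCl2 and Tween 20. Also added: 0.114 mM NADH and 0.1 mM resazurin, final amounts. Dosing: compound 20 µM once, DMSO 1%. Schedule: 16 min enzyme reaction, ambient temperature. Detection: fluorescence of resorufin, 544 nm excitation, 590 nm emission.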
# Hsp70 activator: Hsp70 transcriptional activation, primary screen | HeLa Hsp70 promoter luciferase reporter, luminescence; scaled: vehicle 0, proteasome-inhibitor control 100% | actives 0.04% (n = 200,000) | activation, % at 10 µM;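 active = activation above the mean across all tested compounds plus 3 SD, cutoff set per campaign, cut at about 5.5% in these data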;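 also: 100% = MG132 at 30 µM as the positive control and 0% = DMSO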
# An asterisk follows results filed as active; . = not tested or not shown.
SMILES,G6PDH counter,Diaph inh CS,TLR4-MyD88 BLA,STAT3 act,STAT3 inh,APP 5UTR inh,STAT1 inh,STAT1 act,Diaph act CS,Hsp70 activator
COc1ccc(C2(CNC(=O)c3ccc(Br)o3)CCOCC2)cc1,2,9,6,101,0,0,0,101,0.9,0.1
C=C1C(C(=O)Nc2cccc(OC)c2)C1C(=O)Nc1cccc(OC)c1 (centres undefined),6,0,-15,90,15,-10,6,93,1,-0.4
CC(C)CCNC(=O)NC(=O)CSc1nnc(COc2ccccc2Cl)o1,-15,29,-11,103,1,-2,0,100,0.7,0.1
O=c1cc(N2CCN(Cc3ccccc3)CC2)[nH]c(=O)n1-c1ccc(Br)cc1,32,11,-15,99,10,9,-1,101,0.9,-0.1
Cc1ccc(S(=O)(=O)NCCC(=O)NCc2ccco2)cc1,3,6,10,104,4,-14,6,95,0.9,0.7
CCn1c(-c2ccco2)nc2ccccc21,4,-6,-2,96,6,-12,-10,111,1.1,-0.1
Cc1cccc(NC(=O)Cn2c(=O)n(CCC(=O)NC3CCCC3)c(=O)c3ccccc32)c1,7,0,-3,95,7,-18,11,89,1,0.5
COc1ccccc1-c1nc(-c2ccncc2)no1,9,5,-2,92,14,-106,-65,159*,0.9,-0.2
c1ccc(-c2cc3c(-n4cccc4)ncnc3o2)cc1,5,15,10,151*,-52,-2,12,89,0.8,-0.4
O=C(CSc1nc(-c2ccco2)cc(C(F)(F)F)n1)NN1CCOCC1,8,-1,10,89,18,16,6,95,1,0.4
O=C(NCC(=O)N(c1ccccc1)C(C(=O)NCC1CCCO1)c1ccccc1)c1ccco1 (centres undefined),10,-1,0,98,4,11,-2,102,1,-0.2
COc1ccc(NC(=S)NCc2cccnc2)cc1OC,11,14,8,99,9,10,5,94,0.9,0.1
Cc1ccccc1OCC(=O)N/N=C/c1ccc2c(c1)OCCO2,0,6,-1,102,-2,.,-7,107,0.9,-0.5
Cc1ccc(-c2nc(CN(C)C(C3CC3)C3CC3)c(C)o2)cc1,3,5,-13,113,-10,6,-4,102,1,0.3
COc1cc2c(cc1OC)C(C(=O)N1CCOCC1)C(c1cccs1)N(C)C2=O (centres undefined),12,8,-10,102,1,-6,7,94,0.9,-0.2
O=C(Nc1ccccc1)c1ccc(N2CCN(c3ccccn3)CC2)c(S(=O)(=O)N2CCOCC2)c1,9,25,0,101,5,8,-8,107,0.7,-0.2
O=C(CSc1nc(-c2ccco2)cc(C(F)(F)F)n1)Nc1cccnc1,1,19,-15,93,18,-12,7,94,0.8,0.1
CCN(CC)C(=O)NC1CC(=O)N(c2ccc(OC)cc2)C1 (centres undefined),-3,-9,10,83,22,-8,5,95,1.1,-0.4
Cc1noc(C)c1S(=O)(=O)Nc1ccc(C(=O)N2CCN(c3ccc(F)cc3)CC2)cc1,6,-1,4,95,10,-13,0,99,1,-0.1
Cc1ccc(S(=O)(=O)N2CCN(C(=O)c3cccs3)CC2)cc1,6,.,-19,104,-2,-20,-6,104,.,-0.2

# Compounds shown so far with bromine:
SMILES,G6PDH counter,Diaph inh CS,TLR4-MyD88 BLA,STAT3 act,STAT3 inh,APP 5UTR inh,STAT1 inh,STAT1 act,Diaph act CS,Hsp70 activator
COc1ccc(C2(CNC(=O)c3ccc(Br)o3)CCOCC2)cc1,2,9,6,101,0,0,0,101,0.9,0.1
O=c1cc(N2CCN(Cc3ccccc3)CC2)[nH]c(=O)n1-c1ccc(Br)cc1,32,11,-15,99,10,9,-1,101,0.9,-0.1

# Continuation:
SMILES,G6PDH counter,Diaph inh CS,TLR4-MyD88 BLA,STAT3 act,STAT3 inh,APP 5UTR inh,STAT1 inh,STAT1 act,Diaph act CS,Hsp70 activator
COc1cc(C(=O)OCC(=O)Nc2ccc(C(C)=O)cc2)ccc1OCC(=O)N1CCOCC1,3,-11,3,100,-3,-3,-1,101,1.1,-0.4
COc1ccc(/C=N/n2c(SC)nnc(C(C)(C)C)c2=O)cc1,-1,13,-6,82,25,-13,14,87,0.9,-0.2
O=C(/C=C\c1cccs1)c1c(O)ccc2ccc(=O)oc12,1,3,16,109,-13,-23,5,96,1,0.1
CCn1c2ccccc2c2nnc(SCC(=O)OCN3C(=O)c4ccccc4C3=O)nc21,-4,45,-2,98,6,2,-1,101,0.6,-0.2
COc1ccc(OC)c(-c2cc(C(=O)NCc3cccs3)no2)c1,-3,20,2,94,7,-13,-9,108,0.8,-0.2
Cc1ccc(C(=O)O)cc1S(=O)(=O)N1CCSCC1,8,16,2,104,6,1,-2,101,0.8,-0.3
Cc1cc(C(=O)OCC(=O)N2CCN(c3ccccc3)CC2)c2ccccc2n1,1,12,-5,88,19,3,4,96,0.9,-0.4
Cc1cccc(N2C(=O)CC(NNc3nc4ccccc4s3)C2=O)c1 (centres undefined),-1,15,-15,99,4,11,3,98,0.9,-0.4
Cc1cccc(NC(=O)c2ccccc2OCC(=O)c2ccccc2)c1,-53,27,5,93,9,13,-6,105,0.7,-0.4
COc1ccc(NC(=O)C2CCCN(S(=O)(=O)c3ccc4c(c3)oc(=O)n4C)C2)cc1OC (centres undefined),-5,23,11,97,8,-6,3,97,0.8,-0.4
Cc1ccc(COc2cccc3c2CCN(Cc2ccc(F)cc2)C3=O)cc1,-30,20,-11,105,-8,-4,-5,105,0.8,-0.2
CCc1cc2c(=O)n(C(C)C(=O)OC3CCCCC3)cnc2s1 (centres undefined),2,8,-5,115,-14,-56,-21,113,0.9,0.2
CCOC(=O)c1cc([N+](=O)[O-])sc1NC(=O)CC,2,-2,8,108,-11,-2,-2,102,1,0.3
CCc1nnc(NC(=O)CCC(=O)NC2CCCc3ccccc32)s1 (centres undefined),2,4,-16,97,1,-7,0,100,1,-0.4
Cc1c(NC(=O)CN2CCCc3ccccc32)c(=O)n(-c2ccccc2)n1C,-1,9,-5,107,-5,1,-2,102,0.9,0.1
Cc1cccc(N(C)S(=O)(=O)c2ccc3[nH]c(=O)c(=O)[nH]c3c2)c1,4,18,-3,98,6,-4,7,94,0.8,0.6
CCOC(=O)c1sc(C)c2c(=O)n(CCCN3CCOCC3)cnc12,10,3,7,101,5,-4,-7,108,1,-0.4
COc1cccc(-n2c(=O)c3c(C)c(C(=O)N(C)C)sc3n(CC(=O)NCCc3ccc(OC)c(OC)c3)c2=O)c1,0,4,-6,100,3,-3,2,98,1,-0.1
Cc1c(CCO)c(=O)n(-c2ccccc2)n1S(=O)(=O)c1ccc(Cl)cc1,4,7,-7,105,-6,14,5,97,0.9,-0.2
Cc1cccc(OCC(=O)NNC(=O)c2ccc([N+](=O)[O-])cc2)c1,-3,-11,-1,107,-3,-5,4,96,1.1,-0.1
CC1(C(=O)NCCCN2CCOCC2)Oc2cccnc2NC1=O (centres undefined),13,10,-5,97,8,-23,5,94,0.9,0.2
CCOCCOc1nc(C)cc(C)c1S(=O)(=O)c1ccccc1C,6,6,-20,106,-6,10,-2,100,0.9,0.0
COc1ccc2nc(SCC(=O)N3CCN(c4ccc(F)cc4)CC3)c(C#N)cc2c1,-2,17,-9,103,0,-23,-8,105,0.8,-0.2
OCCN(/C=N/c1nc(-c2ccc(Br)cc2)cs1)CCO,3,13,0,96,11,-42,-17,116,0.9,0.1
Cc1cnc(C(=O)OCC(=O)N2CCN(C(=O)c3ccco3)CC2)cn1,4,12,5,105,-1,1,-1,101,0.9,0.0
O=C(c1ccc(-c2cccc(Cl)c2Cl)o1)N1CCOCC1,1,6,-2,101,4,-108,-72,162*,0.9,0.0
COc1ccc2c(c1)CCCC21NC(=O)N(CC(=O)NC(=O)NCc2ccccc2)C1=O (centres undefined),-1,13,-3,110,-2,-29,-5,102,0.9,-0.3
CCOC(=O)C(C)Oc1cccc2c(=O)n(CC(=O)N3CCN(C(=O)OCC)CC3)ccc12 (centres undefined),2,-2,-10,98,11,9,9,92,1,-0.1
CC1CCN(C(=O)CSc2nc3cccnc3n2C)CC1,4,12,-3,103,2,2,-7,107,0.9,0.3
CCOc1cc(/C=C(\C#N)C(=O)NCC2CCCO2)ccc1OCC(N)=O (centres undefined),8,7,1,102,-1,-4,2,97,0.9,-0.2
Cc1cc(CN2CCN(CCC#N)CC2)c(O)c(C2(C)CCCCC2)c1,-2,24,-20,99,4,1,9,92,0.8,0.5
COCCN(CCOC)S(=O)(=O)c1ccc(C(=O)Nc2ccc([N+](=O)[O-])cc2OC)cc1,5,21,9,102,2,-23,-7,105,0.8,-0.3
CC(=O)/C=C1/SC(CC(=O)O)C(=O)N1c1ccccc1 (centres undefined),11,7,-4,103,0,1,0,100,0.9,-0.2
O=C(CCCCn1c(=O)[nH]c2ccsc2c1=O)NCc1cccnc1,4,9,1,105,-6,5,2,98,0.9,0.0
Cc1c(C(=O)NCCCN2CCOCC2)oc2ccc(S(=O)(=O)N3CCOCC3)cc12,-2,6,7,102,-1,0,-5,103,0.9,0.0
CCOc1ccc(C(=O)CN2CCN(S(=O)(=O)c3ccc(OC)cc3)CC2)cc1,-41,17,7,101,3,-2,9,92,0.8,0.1
Cc1nonc1CN(C)C(=O)CC1C(=O)NCCN1Cc1ccc(F)c(F)c1 (centres undefined),5,12,-4,104,-2,-12,-7,104,0.9,-0.3
C=CCSc1nnc2c(n1)OC=Nc1ccc(Br)cc1-2,-23,-7,-5,95,8,-1,0,103,1.1,-0.3
CCc1nc2ccccc2n1CCC(C)C,0,12,-14,103,3,-14,-2,102,0.9,-0.2
Cc1ccccc1C(=O)Nc1nnc(-c2ccc(F)cc2)o1,-2,10,1,99,6,5,-2,102,0.9,-0.1
Cc1ccc(-n2[nH]c(C)c(/C=N/N3C(=O)c4cccc5cccc(c45)C3=O)c2=O)cc1,10,18,0,100,7,-20,-13,110,0.8,0.1
CCn1cc(CN2CCN(Cc3ccc(OC)c(C)c3C)C(CCO)C2)c(C)n1 (centres undefined),12,10,0,104,-2,-12,6,92,0.9,0.0
COC(=O)CCC(=O)NNC(=O)c1cccc(Br)c1,4,-6,2,108,-7,-5,-10,109,1.1,-0.1
COc1ccc(C2NCCn3cccc32)cc1 (centres undefined),5,-7,16,98,4,-18,0,99,1.1,-0.1
NC(=O)c1nn(-c2ccccc2)nc1NC(=O)Cn1nnc(-c2ccccc2)n1,-2,5,-12,102,1,5,1,99,0.9,-0.4
CC(C)CNS(=O)(=O)c1ccc(S(=O)(=O)NC2CCOC(C)(C)C2)cc1 (centres undefined),.,.,-19,89,16,-6,2,98,.,-0.1

# Single records, as listed above. Screens in order: G6PDH counter, Diaph inh CS, TLR4-MyD88 BLA, STAT3 act, STAT3 inh, APP 5UTR inh, STAT1 inh, STAT1 act, Diaph act CS, Hsp70 activator
# Results for `COC(=O)CCC(=O)NNC(=O)c1cccc(Br)c1` = 4, -6, 2, 108, -7, -5, -10, 109, 1.1, -0.1
# Results for `CCn1cc(CN2CCN(Cc3ccc(OC)c(C)c3C)C(CCO)C2)c(C)n1` (centres undefined) = 12, 10, 0, 104, -2, -12, 6, 92, 0.9, 0.0

# High-throughput results as filed in PubChem.
